Compound activity as filed in PubChem.
Thrombin inh: thrombin (human) inhibition | hit rate 0.26% among 220,000 | alpha-thrombin, Boc-VPR-AMC fluorogenic substrate cleavage | inhibition, % at 5 µM;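 active = inhibition at or above 40%; inactive = inhibition below 40%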;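 also: 0% = enzyme with no compound and 100% = wells without enzyme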
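Test system: human alpha-thrombin protein / Dosing: one concentration per compound, 5 µM, with 0.2% DMSO / Medium: pH 7.5 Tris-saline with Tween 20 / Benchmarks: no-compound enzyme wells and no-enzyme blanks / Read-out basis: percent inhibition of thrombin substrate cleavage / Timing: reaction at room temperature / Measured by: fluorescence, ex 355 nm, em 460 nm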
hK5 inh: kallikrein 5 (human) inhibition | recombinant hK5, fluorogenic AMC substrate cleavage | hit rate 0.59% among 210,000 | AID 873 | inhibition, % at 5 µM;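 active = inhibition of 40% or more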;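 also: 0% = enzyme controls without compound and 100% = no-enzyme blanks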
Target sequence (Q9Y337 67-293 limits assumed): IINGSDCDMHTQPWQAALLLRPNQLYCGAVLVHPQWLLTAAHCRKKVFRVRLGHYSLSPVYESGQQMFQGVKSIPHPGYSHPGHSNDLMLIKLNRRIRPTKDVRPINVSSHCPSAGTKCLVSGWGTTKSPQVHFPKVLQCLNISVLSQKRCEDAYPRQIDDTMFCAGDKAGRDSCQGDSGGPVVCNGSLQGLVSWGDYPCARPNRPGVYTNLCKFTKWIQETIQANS
KCC2 mod: KCC2 (human) Cl- transport modulation | KCC2 cells, thallium flux FluoZin-2 fluorescence | B-score of Tl+ flux slope (higher = more flux/activation; lower = inhibition) at 10 µM | Q9H2X9 | AID 1456 | hit rate 2.2% among 190,000;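 active = thallium flux slope and its plate-corrected score both differing from the plate sample mean at a set confidence after two filtering rounds, in either direction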;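 also: slope of fluorescence scaled to starting intensity during 10 to 20 s after thallium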
zVAD death inh: blocks zVAD induced death of L929 cells; L929 zVAD necroptosis rescue, ATP luminescence, 24 h; with zVAD 60 µM; viability rescue, % at 10 µM; hit rate 0.38% among 220,000; AID 1377;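 active = activation, scaled between plate controls, above about 75%, limit read from the data; inactive = activation under that limit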;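 also: 0% = zVAD with DMSO and 100% = DMSO alone without zVAD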
FXIa inh 1536: factor XIa (human) inhibition | hit rate 0.14% among 220,000 | purified FXIa, Boc-Glu-Ala-Arg-AMC fluorogenic substrate | P03951 | inhibition, % at 5 µM | AID 798;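 active = inhibition of at least 40%; inactive = inhibition below 40%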;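 also: fluorescence of freed AMC excited at 355 nm; 0% = enzyme without compound and 100% = no enzyme blank; many of its hits are not listed in these tables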
TNF necrop inh: blocks TNF-alpha induced death of Jurkat FADD-/- cells. Jurkat FADD-/- TNF necroptosis rescue, ATP luminescence, 24 h; 0 = TNF only, 100 = no-TNF cells. hit rate 0.068% among 220,000. activation (protection from cell death), % at 10 µM;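 active = activation, meaning protection from cell death, of at least 50% relative to plate controls; inactive = activation below 50%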;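 also: necroptosis triggered by 40 ng/mL TNF-alpha added together with compound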
Rad51 HR inh: blocks human Rad51 in homologous recombination | Q06609 | hRad51 DNA strand exchange, fluorescence dequenching | inhibition, % at 10 µM | hit rate 0.085% among 200,000 | AID 1385;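 active = inhibition above 40% at the single screening dose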;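 also: 0% = DMSO control wells and 100% = blanks with heterologous ssDNA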
Target sequence (Q06609 whole entry, looked up): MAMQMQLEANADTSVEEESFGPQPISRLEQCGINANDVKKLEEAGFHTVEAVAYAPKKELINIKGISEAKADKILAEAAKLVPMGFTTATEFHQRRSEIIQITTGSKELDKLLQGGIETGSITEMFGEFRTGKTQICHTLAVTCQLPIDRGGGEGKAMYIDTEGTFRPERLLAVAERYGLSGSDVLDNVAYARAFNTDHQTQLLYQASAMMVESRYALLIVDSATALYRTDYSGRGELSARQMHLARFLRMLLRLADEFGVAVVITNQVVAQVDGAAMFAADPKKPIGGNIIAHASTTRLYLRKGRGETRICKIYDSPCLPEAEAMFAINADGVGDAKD
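Read-out basis: percent inhibition relative to plate controls and blanks / Assay system: human Rad51 nucleoprotein filaments preassembled on unlabelled ssDNA / Timing: filaments 15 min 37 °C, then compound 30 min / Control set: per-plate controls and blanks / Technique: fluorescence dequenching at 485/520 nm / Compound: 10 µM final, single point / Also added: Fluorescein- and BHQ1-tagged 47-mer duplex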
FXIIa inh 1536: inhibitors of human coagulation factor XIIa; P00748; purified FXIIa, Boc-QGR-AMC fluorogenic substrate, 2 h; inhibition, % at 5 µM; hit rate 0.3% among 220,000; AID 800; in the data active = inhibition above about 40%;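 also: 0% = enzyme with no compound and 100% = blank without enzyme; many of its hits are not listed in these tables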
Hck-Nef inh: inhibitors of human Hck kinase activated by Nef; Recombinant Hck-YEEI plus Nef, Z-Lyte FRET kinase assay; inhibition, % at 20 µM; hit rate 0.68% among 220,000; AID 463187;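 active = Hck-Nef kinase inhibition above about 50%, limit read from the data; inactive = inhibition below that limit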;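 also: 0% = DMSO with Hck plus Nef and 100% = Hck alone without Nef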
* hit, by the source's call; . = not tested or not shown. A portion of the library; count on the stated rates, not on these rows.

SMILES	Thrombin inh	hK5 inh	KCC2 mod	zVAD death inh	FXIa inh 1536	TNF necrop inh	Rad51 HR inh	FXIIa inh 1536	Hck-Nef inh
Cc1cc(C)nc(Nc2nc(C)c3cc4c(cc3n2)OCO4)n1	0	-14	0.65	-0.2	-3	-0.2	3	8	-1
O=C(Cn1nnc(-c2ccccc2Cl)n1)NCc1ccc2c(c1)OCO2	1	0	-0.0067	-0.5	0	0.7	3	11	1
CN1C2C=C3C(C#N)=C(N)C(C#N)(C#N)[C@@H](c4ccc(Cl)cc4)[C@@H]3C1CC2 (stereo partly specified)	3	-1	0.42	-0.1	9	0.5	.	20	0
Cc1ccccc1NC(=S)N1CCOCC1	1	-23	-0.82	0.8	7	0.1	-2	9	7
O=C(NCCc1ccccn1)c1cc(-c2ccc(Cl)cc2)nc2ccccc12	-5	-6	-1.5	2.2	2	-2.6	-5	10	0
Cc1nc(N)sc1C(=O)NN	10	24	-0.32	-0.8	15	2.0	-6	20	-3
CCNC(=O)CSc1ncnc2sccc12	-9	-29	0.79	-0.3	-6	-1.5	-6	6	6
CCCCCCN1C(=O)C(O)=C(C(C)=O)C1c1ccc(Cl)cc1 (stereo unspecified)	-1	3	-3.3*	3.7	0	2.1	-11	4	2
O=C(CC1CCCCC1)NCc1ccccn1	6	-60	0.054	-1.0	-10	1.7	-6	-4	-7
Cc1coc2c1C(=O)C(=O)c1c-2ccc2c(C)cccc12	3	4	0.15	7.0	2	-20	1	9	40
COc1ccccc1CCNC(=O)c1ccc(C)o1	1	-5	1.2	0.3	-3	-0.2	-2	2	1
Cc1nccn1CC(=O)N/N=C/c1ccc(O)c(O)c1	5	-5	-1.7	0.1	1	-4.1	-4	5	0
Brc1c(CSc2nncn2-c2ccccc2)nc2ncccn12	-1	-46	0.31	0.1	2	0.0	0	13	3
O=C(c1ccccc1)N1CCCCC(Sc2nnnn2-c2ccccc2)C1=O (stereo unspecified)	7	-4	-0.68	0.1	11	0.3	-1	18	-1
Cc1nc2ccccn2c1C(=O)/C=C/c1ccc(F)cc1	0	-1	-0.43	18	3	-14	-11	9	1
O=C1C2C3C=CC(CO)(O3)C2C(=O)N1c1ccc(-c2ccccc2)cc1 (stereo unspecified)	.	.	.	1.0	.	0.8	0	.	0
C=CCn1c(=N)n(CC(=O)c2ccc(OC)cc2)c2ccccc21	-4	0	1.2	0.7	0	4.2	19	4	6
CCCSc1nc(C)cc(=O)[nH]1	0	-3	0.33	2.0	5	0.0	-6	18	5
Cc1ccc(C)c(N(C(=O)c2snc(C(N)=O)c2N)C(C(=O)NCC2CCCO2)c2cccs2)c1 (stereo unspecified)	-5	-6	.	-0.4	0	0.7	4	4	37
Brc1ccc2nc(-c3c[nH]c4ccccc34)cn2c1	-6	-1	1.2	2.5	-2	-4.7	-18	9	14
O=c1cc(-c2ccccc2)nc(N2CCN(Cc3ccc4c(c3)OCO4)CC2)[nH]1	-4	9	-0.71	1.9	-8	1.3	-14	14	1
CCCNC(=O)CC1C(=O)N(Cc2ccccc2)C(C)c2nc3ccccc3n21 (stereo unspecified)	2	0	-0.91	1.6	1	2.0	1	8	-2
Cc1cc(C(=O)N/N=C/c2cc(Cl)cc([N+](=O)[O-])c2O)c2ccccc2n1	-1	-19	-1	-1.2	1	0.0	3	5	-31
O=c1[nH]c(N2CCCCCC2)nc2ncn(Cc3ccccc3)c12	3	3	-0.93	-0.2	5	2.7	.	9	30
O=C(NN1CCOCC1)c1cc(-c2ccncc2)nc2ccccc12	4	4	0.37	2.5	-1	0.1	9	9	-9

(more compounds)
SMILES	Thrombin inh	hK5 inh	KCC2 mod	zVAD death inh	FXIa inh 1536	TNF necrop inh	Rad51 HR inh	FXIIa inh 1536	Hck-Nef inh
S=c1[nH]nc(-c2ccc3ccccc3n2)n1-c1cc(Cl)cc(Cl)c1	-8	-12	22*	0.5	-4	-2.2	10	1	3
CCCCC(CC)C(=O)N1CCN(C(=O)c2ccco2)CC1 (stereo unspecified)	3	1	0.33	-0.1	4	1.1	-11	12	17
CC(C)C(=O)Nc1ccc(N2CCCC2)c(Cl)c1	.	-3	0.28	6.9	-3	2.6	-3	7	14
Oc1ccc(Br)cc1-c1nc2cnccn2c1NC1CCCC1	1	-32	1.1	6.4	-6	-7.5	-17	-7	3
O=C1c2ccccc2CC1(Cc1ccccc1)Cc1ccccc1	4	-10	-0.15	0.8	33	-1.2	2	11	4
Cc1cc(C)c(N2C(=O)C3C4CC(=O)C(c5ccccc54)C3C2=O)c(C)c1 (stereo unspecified)	-2	3	-0.29	0.0	-2	3.0	12	5	25
O=C(Nc1ccc(Cl)cc1)C1CCN(C(=O)NC2CCCCC2)CC1	19	36	0.32	0.2	5	-0.7	0	11	0
COc1ccccc1-n1c(SCC(=O)N2CCc3ccccc32)nc2c(c1=O)SCC2	-5	-10	-2.6	0.0	6	-2.5	-2	20	1
COc1cccc(-c2nc3ccc([N+](=O)[O-])cc3o2)c1	-5	-7	0.84	0.7	-1	-1.8	0	1	20
Cn1ncc2nnn(-c3ccccc3)c(=O)c21	4	-7	.	-0.3	4	-1.0	-11	6	-1
COCCNC(=O)c1cc(C(=O)CC(C)C)c[nH]1	-6	-11	1.4	0.4	-5	0.3	33	0	-10
CC12COC3(C(=O)Nc4ccc([N+](=O)[O-])cc4)CC1CCC32C (stereo unspecified)	-5	9	-0.14	1.5	1	1.3	-2	7	-1
O=C1NC(c2cccc([N+](=O)[O-])c2)Oc2ccccc21 (stereo unspecified)	4	6	-0.28	0.4	-1	0.2	19	13	-1
O=C(CN1C(=O)c2ccccc2S1(=O)=O)NC1CC2CCC1C2 (stereo unspecified)	2	0	-0.98	3.4	8	3.2	2	19	12
COc1ccc(CCN2C(=O)CS/C2=N\NC(=O)c2ccc(C(C)(C)C)cc2)cc1OC	0	-3	1.1	-0.9	-5	1.2	-8	13	0
CC1(C)CC(NC(=O)CC(c2ccccc2)c2ccccc2)CC(C)(C)N1	0	7	0.71	-0.3	-20	1.1	-1	9	-14
CCOC(=O)/C(C#N)=C/Nc1cc(F)ccc1C	-9	-6	-1.6	1.4	0	0.5	-2	6	-5
CCOC(=O)Cc1csc(NC(=O)c2ccc(NC(C)=O)cc2)n1	-1	-7	-0.31	0.9	19	-1.5	9	31	14
COC(=O)c1cc(C(=O)CC(C)C)c[nH]1	-1	-11	0.68	1.3	-3	-0.7	-2	-3	4
CC(C)CN(C(=O)COC(=O)c1ccc2ccccc2n1)C1CCS(=O)(=O)C1 (stereo unspecified)	.	-7	-2	-0.1	-1	0.6	0	0	16
COc1ccc(C(=O)N2CCN(c3nc4cc(C)ccc4cc3C#N)CC2)c(OC)c1	-5	-2	1	0.2	-6	-4.0	3	11	3
Cc1ccc(C2C(C#N)=C(N)Oc3n[nH]c(-c4cccs4)c32)s1 (stereo unspecified)	1	-15	0.068	0.1	5	-7.2	3	17	1
COC(=O)CNC(c1ccccc1)c1cc(C)ccc1NC(=O)c1cccc(Cl)c1 (stereo unspecified)	-2	-6	-0.89	.	4	-0.8	20	11	3
COc1ccc2sc(N3C(=O)C4CC=C(C)CC4C3=O)nc2c1 (stereo unspecified)	-22	4	0.89	0.1	1	-1.0	-5	-9	8
COc1ccc(C2/C(=C(\O)c3ccc4c(c3)OCCO4)C(=O)C(=O)N2Cc2ccco2)c(OC)c1 (stereo unspecified)	0	-10	0.79	0.1	0	-2.4	-9	8	1

(next part)
SMILES	Thrombin inh	hK5 inh	KCC2 mod	zVAD death inh	FXIa inh 1536	TNF necrop inh	Rad51 HR inh	FXIIa inh 1536	Hck-Nef inh
Cc1cc(C)nc(Sc2nc(Cl)nc(N(c3ccccc3)c3ccccc3)n2)n1	12	14	1.1	-0.3	12	-23	-9	21	0
N#CC1=C2N=C(N)c3ccccc3N2C2=C(C(=O)CCC2)C1c1ccc(Cl)cc1 (stereo unspecified)	5	-9	0.29	.	7	-20	-7	11	-4
c1ccc(CSc2ccc(-c3ccccn3)nn2)nc1	-7	-3	-0.035	61	-1	1.6	4	11	9
CCCCC(=O)Nc1ccc(Br)cc1C(=O)O	0	9	-0.68	0.4	10	-2.5	7	15	0
CC1(C)Cc2c(sc3c2c(=N)n(Cc2ccco2)c(=O)n3Cc2ccc(Cl)cc2)CO1	8	0	0.66	-2.0	4	-1.4	6	14	-8
CCOC(=O)c1c(NC(=O)Cc2cccs2)sc(C)c1C	-2	1	.	-0.3	-6	0.6	-3	1	5
O=C(COc1ccccc1)NCC1(N2CCCCC2)CCCCC1	-9	-8	-1.6	-0.9	2	0.2	-2	4	22
N#CCCn1c(O)c(N=NC(=O)CNC(=O)c2cccs2)c2ccccc21	-2	-1	.	0.1	-5	0.5	-6	0	0
Cc1ccc(CNc2ncccc2-c2nc3cc(Cl)ccc3o2)cc1	-6	-5	.	0.1	-4	-2.3	0	1	66*
Clc1ccccc1OCc1nnc2n1CCCCC2	-2	3	-0.61	0.3	0	0.4	0	5	25
Cc1ccc2nc(NC(=O)COC(=O)c3ccncc3)sc2c1	-24	-4	0.65	5.9	-3	-0.3	-7	8	22
CN1CCc2nc(SCc3ccc(C(C)(C)C)cc3)c(C#N)cc2C1	-4	-1	0.25	0.8	-5	-3.0	-7	-10	4
CCCC(=O)Nc1c(-c2cccs2)c(=O)c2ccccc2n1CC	0	-19	0.26	-0.1	3	-0.6	.	11	1
Cc1cccc(NC(=O)CSc2nnc(CNC(=O)c3cccs3)o2)c1C	-8	-8	0.13	0.1	-2	0.3	-4	5	8
CCOC(=O)C1=C(N)OC(C)=C(C#N)C1c1ccco1 (stereo unspecified)	3	-6	0.59	.	2	0.0	14	11	2
O=C(CCn1c(=O)oc2ccccc21)N1CCN(C(c2ccccc2)c2ccccc2)CC1	-3	4	.	0.2	-1	-0.2	.	8	-1
COC(=O)[C@@H](NC(=O)NC1CCCc2ccccc21)C(C)C (stereo partly specified)	-5	-2	0.15	1.9	-4	-2.9	-7	-6	0
CC/C(=N\NC(=O)c1ccccc1Cl)c1ccc(Br)s1	-4	-8	0.99	2.6	-2	-0.1	1	-3	4
Cc1ccc(CNC(=O)C2CCN(S(=O)(=O)c3cccs3)CC2)o1	-3	-24	-0.2	-0.1	1	0.2	3	9	0
CC(C)(C)c1ccccc1OCCOCCN1CCCCCC1	0	-23	1.3	-0.4	-14	2.5	2	3	1
CCC(C)NC(=O)Cn1nc(C(F)(F)F)c2c1CCC2 (stereo unspecified)	-11	-1	0.019	6.3	-3	-0.5	1	5	18
CCN(CC)S(=O)(=O)c1ccc(N2CCCCC2)c(NC(=O)c2ccncc2)c1	-20	-10	-0.25	0.0	-5	3.5	-22	2	20

Taken from above:
O=C(CN1C(=O)c2ccccc2S1(=O)=O)NC1CC2CCC1C2 (stereo unspecified) @ Hck-Nef inh = 12
CCCSc1nc(C)cc(=O)[nH]1 @ Thrombin inh = 0
